From PubChem
TAG inh: inhibitors of triacylglycerol accumulation, primary screen, cell-based, uHTS, fluorescence, H9c2; H9c2 cells, Nile Red lipid (TAG) fluorescence; cells loaded with 200 µM oleic acid; inhibition, % at 12.5 µM; 0.66% of 230,000 active; AID 651582, 2012;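 active = pattern-corrected inhibition of lipid staining of at least 50% with the nuclear-stain viability signal not falling by more than 50%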;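 also: 0% = DMSO wells and 100% = triacsin C control wells; some results filed as inactive read as strong as hits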
TAG inh DAPI viability: recorded beside TAG inh, whose call it bears; DAPI nuclei signal change (viability), lower = more cytotoxic, %;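 whole-well DAPI fluorescence read on a plate reader as a viability signal; minus 50 percent equals half of cells still viable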
An asterisk follows results filed as active. Not all compounds are listed. The share of hits here may be higher or lower than overall.

structure | TAG inh | TAG inh DAPI viability
O=C(Nc1ccccn1)C1CCN(S(=O)(=O)c2ccc(Cl)cc2)CC1 | -10.2 | 0.1
Cc1cccc(OCC(=O)Nc2ccc(S(=O)(=O)N3CCN(C)CC3)cc2)c1 | -36.1 | 15.5
COc1ccccc1NC(=O)C1=C(C)NC(=O)NC1c1ccccc1F (stereo not given) | -2.7 | -1.6
Cc1ccc(C(=O)Nc2ccc(N3CCCC3)cc2)cc1 | 12.9 | 13.2
Cc1ccc(NC(=O)c2c(F)cccc2Cl)cc1NS(C)(=O)=O | -2.5 | -0.6
O=S(=O)(c1ccc(NC(=S)NC2CC2)cc1)N1CCOCC1 | -8.9 | 6.3
CN1CCN(c2ncc(CN3C(=O)c4ccccc4C3=O)s2)CC1 | 8.8 | 6.1
CCOc1ccc(CCNC(=O)C2CCN(c3nnc(-n4cccc4)s3)CC2)cc1 | -1.5 | 4.9
CCCC(c1nnnn1C(C)(C)C)N1CCN(c2ccccc2)CC1 (stereo not given) | 6.5 | -4.1
Nc1nc(CCl)nc(N(c2ccccc2)c2ccccc2)n1 | 80.0* | -42.3*

Next section.
structure | TAG inh | TAG inh DAPI viability
O=C(CSc1cccc[n+]1[O-])Nc1ccc(Br)cc1Br | -1.4 | -10.0
O=C(Nc1cc(C(F)(F)F)ccc1-n1cncn1)c1ccc(Cl)cc1 | -4.7 | 25.9
C(=N\N1CCN(c2ccccn2)CC1)/c1ccccn1 | 7.3 | 0.8
Cc1ccc2nc(CCc3ccc(N)cc3)[nH]c2c1 | -8.4 | 13.3
CCn1c(SCC(=O)N2CCOCC2)nc(O)cc1=O | 5.0 | -4.4
CN(C)S(=O)(=O)c1cccc(NC(=O)COC(=O)c2c[nH]c(=O)[nH]c2=O)c1 | 4.6 | -8.6
COc1ccccc1NC(=O)Nc1nc(C(N)Cc2ccc(Cl)cc2)cs1 (stereo not given) | 96.7 | -55.1
COc1ccc([C@@H]2CC(=O)c3c(O)cc(O[C@@H]4OC(CO[C@@H]5OC(C)[C@H](O)[C@H](O)C5O)[C@@H](O)[C@@H](O)C4O)cc3O2)cc1O (stereo not given in full) | -8.0 | 5.5
Cc1cccc(C)c1NC(=O)CNC(=O)C12CC3CC(CC(O)(C3)C1)C2 | -7.3 | 11.1
Cc1ccc(/C([O-])=C(/C(=S)NCCN2CCOCC2)[n+]2ccccc2)cc1[N+](=O)[O-] | 14.1 | -1.5

Additional compounds follow.
structure | TAG inh | TAG inh DAPI viability
Cc1ccc(C)c(NC(=O)CSc2n[nH]c(-c3ccncc3)n2)c1 | 2.9 | 11.0
O=C(O)CCCn1cc(NC(=O)c2c(F)cccc2F)cn1 | 13.0 | -9.8
CC1(C2CC2)NC(=O)N(CC(=O)Nc2ccccc2C#N)C1=O (stereo not given) | 2.5 | -9.4
CCOC(=O)N1CCC(NC(=O)c2cc3c(=O)[nH]c4ccccc4c3n2C)CC1 | -6.5 | -8.2
C/C=C/C1=CC(=O)C[C@H](c2ccc(OC)c(OC)c2)C1 | -5.0 | 51.0
C=CCN1C(=O)C2(OCCCO2)c2ccccc21 | 12.0 | -22.0
COC(C(=O)N/N=C(\C)c1ccc(C)cc1)c1ccccc1 (stereo not given) | -12.8 | -0.3
COc1ccc(/C=C/C(=O)Oc2cccc(/C=N/NC(=O)Cc3ccc(Br)cc3)c2)cc1 | -18.1 | 0.5
O=C(CC1CCCC1)Nc1cc(S(=O)(=O)N2CCOCC2)ccc1O | -14.5 | 1.7
Cc1cc(C)cc(NC(=O)C(OC(=O)c2ccc(O)cc2)c2ccccc2)c1 (stereo not given) | -0.7 | 4.2

The listing continues:
structure | TAG inh | TAG inh DAPI viability
CSc1nc(C)c2c(n1)N(c1cccc(C)c1)CC2 | 3.3 | 7.7
CCOC(=O)C1(C)CCN1C(=O)c1c(F)cccc1F (stereo not given) | 4.0 | 14.6
NCC(=O)NCC(=O)OCc1ccccc1 | -4.0 | 0.8
C=CCOc1ccc(Cl)cc1C(=O)O | -5.4 | 10.2
CC(=O)Nc1ccc(-c2csc(NC(=O)CCNC(=O)c3ccco3)n2)cc1 | 22.1 | -0.3
CCCCNC(=O)C1CC(c2c(Cl)cccc2Cl)=NO1 (stereo not given) | -1.4 | -1.9
CC(C(=O)N1CCOCCOCCOCC1)N1C(=O)c2ccccc2C1=O (stereo not given) | -2.6 | 3.8
COC1(OC)C(/C=C/c2ccc(Cl)cc2)C(C#N)(C#N)C1(OC)OC (stereo not given) | 47.6 | -18.2
O=C(CN1CCN(C(=O)c2cccs2)CC1)NC1CCCCC1 | 5.9 | 8.8
O=C(NCc1ccco1)c1ccc2c(=O)n(CC3CCCO3)c(=S)[nH]c2c1 (stereo not given) | -4.9 | 1.0

Going on with the list.
structure | TAG inh | TAG inh DAPI viability
Cn1nc(-c2ccccc2)c(-c2nc(-c3ccc(Cl)cc3)no2)c1Cl | 10.7 | 14.0
COc1ccc(C(=O)CN2C3=NCCCN3c3ccccc32)cc1OC | -8.6 | -4.1
CN(CC(=O)NCC1CCCO1)S(=O)(=O)c1cc(Cl)ccc1Cl (stereo not given) | 13.3 | -11.0
O=C(NCC1CCCO1)c1cc([N+](=O)[O-])ccc1Cl (stereo not given) | 5.4 | 0.1
CCc1cc(C(=O)N2CCCC(CNS(=O)(=O)c3cccs3)C2)n(C)n1 (stereo not given) | -18.5 | 6.3
COc1ccc(C(CNC(=O)c2cc(S(=O)(=O)N3CCCCC3)ccc2C)N2CCCC2)cc1 (stereo not given) | -11.3 | 0.1
Cc1ccc2oc(=O)n(CCCOc3ccccc3)c2c1 | -11.6 | -12.1
Cc1ccc(N(CC(=O)N2CCN(c3ccc(F)cc3)CC2)S(=O)(=O)c2c(C)nn(C)c2C)cc1 | -5.4 | -9.9
O=C(Nc1ccccc1)c1cc(S(=O)(=O)Nc2cccnc2)ccc1Cl | -2.7 | -6.2
CCOC(=O)Cn1cc(C(=O)OC)c2ccccc21 | 13.0 | -5.4

(next part)
structure | TAG inh | TAG inh DAPI viability
CC(C)NC[C@@H](O)COc1cccc2ccccc12 | 7.5 | -1.8
CCN(CC)C(=O)C(=O)c1cn(CC(=O)NCc2ccc3c(c2)OCO3)c2ccccc12 | 0.7 | 0.9
Cc1ccc(CC2CC(=O)N(CCc3ccc4c(c3)OCO4)C2=O)cc1 (stereo not given) | -16.0 | 12.7
CCn1ncc(/C=N/N=C2\CCC3C4CCc5cc(O)ccc5C4CCC23C)c1C (stereo not given) | 52.2* | -26.3*
O=C(Nc1ccc2ccccc2c1)c1ccccc1Cl | 8.3 | 6.7
C=CCCCCCCCCC(=O)Nc1ncccn1 | -4.1 | 5.1
CCc1nnc(NC(=O)CSc2ccc(-c3ccc(C)cc3)nn2)s1 | 2.8 | -5.4
Cc1cc(C(=O)Nc2ccc3c(c2)OCCO3)ccc1[N+](=O)[O-] | -5.1 | -8.8
COc1cccc(C(O)c2nc(/C=C/c3ccc(C(F)(F)F)cc3)cs2)c1 (stereo not given) | -9.2 | -1.5
O=C(Nc1nc2ccccc2[nH]1)c1ccccc1[N+](=O)[O-] | -4.6 | -2.1

Later entries.
structure | TAG inh | TAG inh DAPI viability
O=C(Cc1cccs1)N/N=C/c1ccccc1 | 3.8 | -5.1
CC(C)(C)c1ccc(CC(=O)N2CCC2(C)C(=O)O)cc1 (stereo not given) | 6.4 | -1.0
CCOc1ccc(C(=O)NCC(c2ccco2)N2CCOCC2)cc1 (stereo not given) | 9.0 | 5.2
C#CCOCCOCCOCCNc1nc(N2CCN(C(=O)[C@H](CCCCN)n3cc(CN)nn3)CC2)nc(N2CCN(C(=O)[C@H](CCC(=O)O)n3cc([C@@H](N)CCCCN)nn3)CC2)n1 | -7.7 | 4.1
COc1ccc(/C=C/C(=O)NCC(=O)n2nc(C)cc2C)cc1 | 10.2 | -8.2
CCN(CC)S(=O)(=O)c1ccc(OC)c(NC(=O)Cn2cnc3c2c(=O)n(C)c(=O)n3C)c1 | -3.4 | 11.7
CCCSc1ccc(C(=O)Nc2ccc(Cl)cc2)cn1 | -10.5 | 3.7
CC1CN(C(=O)c2ccc(S(=O)(=O)Nc3ccccc3F)cc2)CC(C)O1 (stereo not given) | 1.2 | 10.5
O=C(OCCN=C1NS(=O)(=O)c2ccccc21)c1ccco1 | 2.4 | -3.2
Nc1c(C2CCCCC2)c(=O)on1C(=O)c1ccccc1 | 13.4 | 1.0

(more compounds)
structure | TAG inh | TAG inh DAPI viability
O=c1c2ccccc2nc2n1CCCCC2 | -11.0 | -2.0
NC(=O)Nc1ccc(C(=O)OCC(=O)c2c[nH]c3ccccc23)cc1 | 1.5 | 8.9
Cc1ccc2ccc[n+](Cc3ccccc3)c2c1 | -37.5 | 7.8
CCCCOc1ccc(CSc2ncn[nH]2)cc1 | 31.4 | -0.1
CCCc1[nH]nc2c1C(c1ccc(Br)s1)C(C#N)=C(N)O2 (stereo not given) | 15.3 | 0.0
c1ccc(-c2cccs2)nc1 | -4.8 | 6.3
O=S(=O)(NCC1CCN(S(=O)(=O)c2ccccc2)CC1)c1ccccc1 | 6.5 | -1.4
S=C(NCCc1ccncc1)Nc1ccccc1 | -31.1 | -4.0
CCOc1ccc(S(=O)(=O)NC(C)C(=O)NC2CCCC2)cc1 (stereo not given) | -1.5 | -0.9
OCCC1CN(Cc2cccn2-c2ncccn2)CCN1CCc1ccccc1 (stereo not given) | 0.8 | 0.6

Shown as labelled records: part of the list above
> O=C(Nc1cc(C(F)(F)F)ccc1-n1cncn1)c1ccc(Cl)cc1
  TAG inh: -4.7 | TAG inh DAPI viability: 25.9
> C(=N\N1CCN(c2ccccn2)CC1)/c1ccccn1
  TAG inh: 7.3 | TAG inh DAPI viability: 0.8
> Cc1ccc2nc(CCc3ccc(N)cc3)[nH]c2c1
  TAG inh: -8.4 | TAG inh DAPI viability: 13.3
> CCn1c(SCC(=O)N2CCOCC2)nc(O)cc1=O
  TAG inh: 5.0 | TAG inh DAPI viability: -4.4

Carrying on:
structure | TAG inh | TAG inh DAPI viability
CCOC(=O)C1=C(COC(=O)c2cc(OC)c(OC)c(OC)c2)NC(=O)NC1C (stereo not given) | 14.2 | -3.4
CN(CC(=O)Nc1c(Cl)cccc1Cl)C(=O)c1cc2ccccc2cc1O | -0.6 | 4.0
C[C@H]1O[C@@H](O[C@H]2CC[C@@]3(C)C(CC[C@]4(C)C3C=CC3=C5CC(C)(C)CC[C@]5(CO)[C@H](O)C[C@]34C)[C@]2(C)CO)[C@H](O)[C@@H](O[C@@H]2O[C@H](CO)[C@@H](O)[C@H](O)[C@H]2O)[C@H]1O (stereo not given in full) | 13.6 | 7.8
CCN(CC)CCNc1nc(-c2ccccc2)nnc1C(F)(F)F | 22.1 | -16.7
Cc1ccc2c(c1)nnn2C1CCN(S(C)(=O)=O)CC1 | 4.8 | 2.6
CCOc1ccc2nc(NC(=O)Nc3ccccc3)sc2c1 | 30.4 | 6.1
N#Cc1c(N)n(-c2cccc(O)c2)c2nc3ccccc3nc12 | 5.8 | 23.5
CCOc1ccc(N(CC(=O)Nc2cc(C)ccc2C)S(=O)(=O)c2c(C)[nH]c(=O)[nH]c2=O)cc1 | -0.9 | -2.9
COC(=O)C(C)Oc1ccc2c3c(c(=O)oc2c1)CCCCC3 (stereo not given) | 20.2 | -13.2
COC(=O)c1cc(OC)c(OC)cc1NC(=O)c1ccc(Br)o1 | -9.0 | 13.8

New compounds follow:
structure | TAG inh | TAG inh DAPI viability
COC1CC(C)C(OC)c2cc(O)cc(c2O)NC(=O)C(C)=CC=CC(C)C(OC(N)=O)C(C)=CC(C)C1OC (stereo not given) | 64.0 | -57.6
O=C(NCCc1ccccc1)c1c(F)cccc1F | -11.8 | 5.5
CCCCOc1ccc(/C=C(\C(=O)O)c2ccc(S(=O)(=O)N3CCCC3)s2)cc1 | -18.3 | 4.1
CNC(=O)c1ccsc1NC(=O)CCS(=O)(=O)c1ccc(F)cc1 | 8.8 | 6.5
CC(C)CCOC(=O)C[N+](C)(C)CCOC1CC2CCC1(C)C2(C)C (stereo not given) | 1.4 | 13.9
Cc1cc(/C=N/Nc2ccc([N+](=O)[O-])cn2)c(C)n1-c1cccc(C(=O)O)c1 | 3.2 | -0.2
COc1ccccc1NC(=O)NCc1ccco1 | -13.4 | 11.7
CC[n+]1c(/C=C(\C)OC)sc2ccccc21 | -6.2 | 5.2
Cc1ccc(CNC(=O)COC(=O)C2CCN(S(=O)(=O)c3cccs3)CC2)cc1 | 8.9 | 1.2
CC1=C(C(=O)Nc2ccc(C)cc2)C(c2ccco2)NC(=O)N1 (stereo not given) | -4.6 | 2.3
CCOC(=O)c1c(NC(=O)CCC(=O)N2CCOCC2)sc2c1CC(C)(C)OC2 | 0.2 | -1.9
CN(Cc1ccccc1)C(=O)c1cccc(NC(=O)Cc2ccc(NC(=O)C3CCCN(C(=O)C4CCCC4)C3)cc2)c1 (stereo not given) | 4.2 | -3.5

Four entries from above, as labelled records:
> COC1CC(C)C(OC)c2cc(O)cc(c2O)NC(=O)C(C)=CC=CC(C)C(OC(N)=O)C(C)=CC(C)C1OC (stereo not given)
  TAG inh = 64.0	TAG inh DAPI viability = -57.6

> O=C(Nc1ccc2ccccc2c1)c1ccccc1Cl
  TAG inh = 8.3	TAG inh DAPI viability = 6.7

> C[C@H]1O[C@@H](O[C@H]2CC[C@@]3(C)C(CC[C@]4(C)C3C=CC3=C5CC(C)(C)CC[C@]5(CO)[C@H](O)C[C@]34C)[C@]2(C)CO)[C@H](O)[C@@H](O[C@@H]2O[C@H](CO)[C@@H](O)[C@H](O)[C@H]2O)[C@H]1O (stereo not given in full)
  TAG inh = 13.6	TAG inh DAPI viability = 7.8

> O=C(Cc1cccs1)N/N=C/c1ccccc1
  TAG inh = 3.8	TAG inh DAPI viability = -5.1
